Bioassay records from PubChem BioAssay.
D2 antag: antagonists of human D2 dopamine receptor | inhibition, % at 10 µM | hit rate 2% among 340,000 | HEK293 TREx D2 cells, calcium flux, dopamine EC80; in the data active = inhibition above about 30%; also: 0% is about no effect
Target sequence (P14416 whole entry, looked up): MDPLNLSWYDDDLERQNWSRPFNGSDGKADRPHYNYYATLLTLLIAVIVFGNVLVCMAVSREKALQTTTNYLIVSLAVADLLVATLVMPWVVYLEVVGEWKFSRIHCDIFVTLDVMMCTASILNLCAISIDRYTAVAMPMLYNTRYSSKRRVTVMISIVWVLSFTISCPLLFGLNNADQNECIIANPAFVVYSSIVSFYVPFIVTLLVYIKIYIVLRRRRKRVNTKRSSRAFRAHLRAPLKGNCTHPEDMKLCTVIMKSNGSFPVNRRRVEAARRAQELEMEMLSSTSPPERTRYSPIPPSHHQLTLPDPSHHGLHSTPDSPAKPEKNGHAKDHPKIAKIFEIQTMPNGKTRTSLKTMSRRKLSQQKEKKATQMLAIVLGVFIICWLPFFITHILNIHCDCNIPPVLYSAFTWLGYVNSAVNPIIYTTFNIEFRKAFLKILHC
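In this primary screen, negative modulation is detected by tracking calcium flux after an EC80 dopamine challenge in inducible HEK293 T-REx D2 cells preexposed to test compound for 180 s.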
USP1-UAF1 inh: inhibitors of human USP1/UAF1 deubiquitinase | recombinant USP1/UAF1, Ub-Rhodamine cleavage fluorescence | AID 743255 | O94782 | hit rate 0.23% among 390,000 | Potency, µM (doses to about 57.1 µM), for the others: top-dose activity change, negative = inhibition, most hits filed as inhibitors; also: potency is read from the fitted curve at half-maximal effect; % is scaled to controls: 0 for no effect and ±100 for the full control effect; nearly all actives have a fitted effect of over 60% in size; inactives centre near -12
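USP1/UAF1 complex (1 nM) preincubated 15 min at room temperature with compound, then Ub-Rho substrate (150 nM final) added. Kinetic fluorescence at 480/540 nm over 6 reads at 60 s intervals; 50 mM HEPES pH 7.8, 0.5 mM EDTA, 0.1 mg/ml BSA, 1 mM TCEP, 0.01% Tween-20.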
TRHR PAM: allosteric enhancers of human TRH receptor | AID 493056 | hit rate 0.66% among 360,000 | enhancement, % at 2 µM | TRHR cells, fluo-8 calcium fluorescence, EC20 TRH enhancement; in the data active = enhancement above about 30%; also: 0% is about no effect
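Enhancer read-out: after compound pinning and an initial kinetic agonist-mode read, an EC20 of TRH (10 nM final) was injected and fluo-8 calcium signal (Ex 480/Em 530) followed at 1 s/cycle for 100 cycles in TRHR-expressing cells.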
PI4K2A inh: inhibitors of human PI4K2A | hit rate 0.13% among 420,000 | AID 1346378 | purified PI4K2A, ADP-Glo luminescence, 1 h; active compounds read low | activity change, negative = inhibition, % at 76.9 µM; in the data active = activity change below about -50%; inconclusive = mostly about -30% to -49%;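 also: -100% = wells without enzyme as full effect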
Target sequence (Q9BTU6 whole entry, looked up): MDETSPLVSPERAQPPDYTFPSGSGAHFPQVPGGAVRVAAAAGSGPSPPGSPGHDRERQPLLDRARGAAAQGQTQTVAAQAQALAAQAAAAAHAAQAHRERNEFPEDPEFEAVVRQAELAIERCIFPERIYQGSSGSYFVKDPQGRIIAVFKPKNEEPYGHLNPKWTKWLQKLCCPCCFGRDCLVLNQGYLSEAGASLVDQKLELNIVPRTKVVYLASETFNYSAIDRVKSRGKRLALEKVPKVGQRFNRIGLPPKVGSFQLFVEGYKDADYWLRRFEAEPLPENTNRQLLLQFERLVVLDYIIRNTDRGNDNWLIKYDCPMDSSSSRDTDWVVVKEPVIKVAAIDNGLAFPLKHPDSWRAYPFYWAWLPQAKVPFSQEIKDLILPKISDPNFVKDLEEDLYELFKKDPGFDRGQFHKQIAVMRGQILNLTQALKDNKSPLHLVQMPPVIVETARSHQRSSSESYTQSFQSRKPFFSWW
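In this quantitative HTS, ADP production by PI4K2A was quantified luminescently after 1 h at ambient temperature; 100 microM adenosine served as plate-quality control.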
D2 ag: activates the human D2 dopamine receptor; HEK293 T-REx D2 cells, calcium flux agonist mode; activation, % at 2 µM; hit rate 0.53% among 340,000;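 active = activation over 3 SD above normal in the single-dose calcium agonist read, cut at about 30% in these data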; also: 0% is about no effect
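Tetracycline-induced HEK293 Trex cells with D2 receptor force-coupled to calcium signaling, plated overnight at 30 C and loaded with no-wash calcium dye. Calcium flux read kinetically for 180 s after compound addition; responses flag agonists.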
TrxR1 inh: inhibitors of rat thioredoxin reductase 1 | Potency, µM (series often up to 114 µM), for inactives: at the highest dose activity change, negative = inhibition, most hits filed as inhibitors | O89049 | AID 588453 | recombinant rTrxR1, NADPH fluorescence consumption, selenite substrate | hit rate 1% among 390,000; also: potency is read from the fitted curve at half-maximal effect; % is scaled to controls: 0 for no effect and ±100 for the full control effect; nearly all actives have a fitted effect of over 65% in size
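Rat TrxR1 (90 nM in the dispensed reagent) was pre-reduced with 400 uM NADPH for 5 min at room temperature, then incubated with compound for 15 min. After 400 uM selenite was added, NADPH fluorescence (Ex 340/Em 450 nm) was followed for 8 min.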
TrxR1 substrate: substrates of rat thioredoxin reductase 1. purified TrxR1 substrate turnover, NADPH consumption readout. O89049. Potency, µM (highest dose often 114 µM), for the others: at the top dose activity change, negative = substrate turnover. hit rate 0.01% among 390,000; also: potency is read from the fitted curve at half-maximal effect; % is scaled to controls: 0 for no effect and ±100 for the full control effect; nearly all actives have a fitted effect of over 50% in size
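Rat TrxR1, dispensed at 90 nM, was prereduced with 400 uM NADPH (final) for 5 min at ~22 deg C, then incubated with compound 15 min before 400 uM selenite. A first-read NADPH fluorescence drop versus no-compound background flagged substrates.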
TRHR ag: TRH receptor (human) agonism; hit rate 0.18% among 360,000; P34981; activation, % at 2 µM; AID 493084; TRHR cells, calcium flux fluo-8, FDSS agonist mode; in the data active = activation above about 30%; also: 0% is about no effect
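Fluo-8-loaded TRHR cells; 10 s baseline, compound added, kinetic Ca2+ fluorescence read 1/s, agonist mode.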
mIDH1 inhibitor: inhibitors of human mutant IDH1 R132H. IDH1-R132H enzyme, NADPH consumption, diaphorase/resazurin fluorescence. hit rate 0.093% among 390,000. Potency, µM (doses to about 76.6 µM), for inactives: at the highest dose activity change, negative = inhibition, actives largely listed as inhibitors. AID 602179. O75874; also: potency is read from the fitted curve at half-maximal effect; % is scaled to controls: 0 for no effect and ±100 for the full control effect; nearly all actives have a fitted effect of over 65% in size
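IDH1-R132H (0.5 ug/mL dispensed) in pH 7.5 Tris buffer was preincubated 30 min with compound, then given a substrate mix of 0.016 mM NADPH and 2 mM alpha-KG for 80 min at room temperature; remaining NADPH was read by diaphorase/resazurin fluorescence.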
* hit, by the source's call; ? = inconclusive; / = not tested or not shown; [ ] = dose if it differs, or a comment. Unless noted, calls follow the shape of the dose curve; as a rule, active = well fitted inhibition curve with a large enough effect; inconclusive = small, poorly fitted or top-dose-only effect; inactive = no such curve, though single readings can be large or run the other way.

SMILES	D2 antag	USP1-UAF1 inh	TRHR PAM	PI4K2A inh	D2 ag	TrxR1 inh	TrxR1 substrate	TRHR ag	mIDH1 inhibitor
CCc1ccc(-n2nc(C)c3c(C(=O)N4CCN(c5cccc(Cl)c5)CC4)cc(C)nc32)cc1	/	-12.2%	-6.9	-2.0	0.5	89.9%[activator]	42.3%[activator]	-0.9	7.0%
C#CCOCCOCCOCCNc1nc(N2CCN(C(=O)CCCCCCCCCCNC(=O)Cn3cc(CCCCCN)nn3)CC2)nc(N2CCN(C(=O)CCCCCCCCCCNC(=O)[C@@H]([C@H](C)O)n3cc(C)nn3)CC2)n1	-0.5	-27.0%	12.6	-3.7	1.2	?	1.7%	0.3	1.7%
COc1cccc(COC(=O)C2CCN(S(=O)(=O)c3ccc(F)cc3)CC2)c1OC	8.7	?	-16.5	-0.2	0.9	13.0%	-4.4%	1.1	2.0%
COc1ccc2nc(NC(=O)C3CCCO3)sc2c1 (configuration not stated)	-10.1	-11.0%	-1.1	-2.7	0.4	-5.2%	-9.9%	0.2	-5.7%
CCOC(=O)c1c(C)n(C)c2ccc(OC(C)=O)cc12	-19.9	-14.0%	2.1	0.0	-1.1	21.5%[57.1 µM]	10.2%[57.1 µM]	-0.1	1.3%
CCOc1ccc(C(=O)c2oc3ccccc3c2NC(=O)c2cc(-c3ccccc3)on2)cc1	/	?	-1.0	-15.7	1.9	20.8%	-3.2%	0.5	-0.2%
Cc1cc(-c2cc(-c3ccc(Cl)cc3)nc(N)c2C#N)co1	/	-22.4%	/	4.3	/	?	42.5%[activator][57.1 µM]	/	6.7%
S=c1[nH]nc(-c2cc(-c3ccccn3)nc3ccccc23)o1	10.6	-28.1%	-10.3	12.6	0.1	56.2µM*	-7.8%	-0.1	-0.8%
CCOc1ccc(/C=C/C(=O)NCc2ccccc2)cc1	/	-21.7%	-0.8	-4.2	/	-8.7%	-9.4%	-0.5	1.6%
CN(Cc1ccccc1)c1ccc(-c2nc(-c3ccccn3)no2)cc1[N+](=O)[O-]	/	-25.7%	-5.0	5.9	0.9	9.1%	1.5%	0.1	5.8%
Cc1ccc(C(=O)CC(C(=O)O)c2cn(CCC#N)c3ccccc23)cc1 (configuration not stated)	10.1	-10.2%	-1.8	-5.0	-0.9	?	-5.4%	0.0	-9.3%
O=[N+]([O-])c1ccc(Oc2cccc3cccnc23)c([N+](=O)[O-])c1	10.9	-0.8%	-4.2	10.9	7.8	-18.5%	-1.0%	7.2	32.5%[activator]
CCCN(CCC)c1nn2c(=O)c(C(=O)NCc3cccc(OC)c3)cnc2s1	/	13.3%	-12.9	-12.1	/	11.1%[57.1 µM]	19.5%[57.1 µM]	0.0	4.5%
c1ccc(Sc2ncnc3c2oc2ccccc23)nc1	/	-23.9%	6.5	0.0	/	-19.6%	-7.2%	-0.3	2.5%
CCN(Cc1ccccc1)C(c1cc2cc(C)ccc2[nH]c1=O)c1nnnn1CCOC (configuration not stated)	-1.9	-19.2%	0.0	1.7	-1.1	-71.8%	7.9%[57.1 µM]	-0.5	0.4%
O=C(C[n+]1cc[nH]c1)c1ccc(Cl)cc1	-11.6	-1.1%	-1.4	-0.5	0.0	28.7%[57.1 µM]	10.4%[57.1 µM]	1.7	20.3%
COC(=O)[C@@H](NC(=O)NCc1ccco1)C(C)C	18.6	-1.2%	0.7	-0.3	-0.6	-27.6%	5.1%	0.8	-0.1%
COc1ccc(C(CCc2cc(OC)c(OC)c(OC)c2)NC(C)=O)cc1 (configuration not stated)	/	-15.7%	/	-1.9	/	19.1%[57.1 µM]	5.5%[57.1 µM]	/	-1.5%
COc1cc(OC)cc(C(=O)N2CCN(C(=O)c3cccc(F)c3)CC2)c1	30.8*	-4.0%	-2.6	0.0	0.2	13.0%	4.2%	-0.4	6.6%
CSCCC(NC(=O)OCc1ccccc1)C(=O)NCc1cccnc1 (configuration not stated)	-18.9	-16.6%	-4.2	-1.3	-0.6	14.8%	7.1%	0.3	-2.1%
O=S(=O)(c1cccc2cccnc12)N1CCOCC1	2.3	-15.1%	8.9	2.7	-0.2	16.3%	4.6%	-0.8	12.6%
COc1ccc(NC(=O)O/N=C/c2ccc(N(C)C)cc2)cc1	22.4	-26.9%	9.3	-5.8	0.4	-13.7%	-7.2%	-0.8	8.4%
CCNC(=O)COc1ccc(S(=O)(=O)Nc2ccccc2)cc1	2.2	-14.5%	4.4	-3.8	-0.1	3.8%	0.7%	-0.1	1.0%
CC(C(=O)NC1CCCC1)N(C(=O)c1snc(C(N)=O)c1N)c1ccc2c(c1)OCCO2 (configuration not stated)	6.0	-11.7%	-3.7	1.6	0.2	1.2%	-6.6%	0.1	-0.9%
COC(=O)C1=C(NC(=O)c2ccc(C)c(C)c2)CCS1	-20.3	-11.4%	2.8	3.6	0.5	26.4%	29.6%	0.5	4.2%
Cc1cccc(NC(=O)Cn2cc(C=O)c3ccccc32)c1	2.1	-11.2%	13.7	-0.2	-0.5	24.7%	2.7%	1.7	-19.5%
Cc1ccc(C)c(NC2=NS(=O)(=O)c3ccccc32)c1	0.4	-0.4%	-2.9	1.3	0.2	30.1%	10.5%	-0.2	3.0%
CC(/C=C/c1ccccc1)=N\Nc1nc2c(c(=O)[nH]c(=O)n2C)n1CCO	/	-6.6%	-2.0	6.8	/	-8.7%	-4.4%	-0.9	5.7%
COc1ccc(-c2nn(CCC(=O)O)cc2CCC(=O)O)cc1	9.2	-9.8%	2.6	-1.4	0.8	?	3.9%	0.3	7.8%
O=C(NN1C(=O)c2ccccc2C1=O)C1CCCCC1	-0.7	-12.5%	-2.1	-1.7	0.4	5.6%	0.0%	0.5	4.7%

Ordered by value in TrxR1 substrate (high to low): some entries from above.
SMILES | D2 antag | USP1-UAF1 inh | TRHR PAM | PI4K2A inh | TrxR1 inh | TrxR1 substrate | TRHR ag | mIDH1 inhibitor
COC(=O)C1=C(NC(=O)c2ccc(C)c(C)c2)CCS1 | -20.3 | -11.4% | 2.8 | 3.6 | 26.4% | 29.6% | 0.5 | 4.2%
COC(=O)[C@@H](NC(=O)NCc1ccco1)C(C)C | 18.6 | -1.2% | 0.7 | -0.3 | -27.6% | 5.1% | 0.8 | -0.1%
Cc1cccc(NC(=O)Cn2cc(C=O)c3ccccc32)c1 | 2.1 | -11.2% | 13.7 | -0.2 | 24.7% | 2.7% | 1.7 | -19.5%
CC(/C=C/c1ccccc1)=N\Nc1nc2c(c(=O)[nH]c(=O)n2C)n1CCO | / | -6.6% | -2.0 | 6.8 | -8.7% | -4.4% | -0.9 | 5.7%

Next section.
SMILES	D2 antag	USP1-UAF1 inh	TRHR PAM	PI4K2A inh	D2 ag	TrxR1 inh	TrxR1 substrate	TRHR ag	mIDH1 inhibitor
CCOc1ccc(N(C)C(CNS(=O)(=O)c2ccccc2)c2ccccc2)cc1 (configuration not stated)	/	-31.8%	0.4	-0.4	0.7	12.7%	-4.7%	-0.7	/
Clc1ccc2nc(CSCc3ccccc3)cn2c1	-1.6	-20.0%	-2.3	-1.0	-0.5	8.1%	-0.3%	-1.5	4.9%
CC(C)C(CCN1C(=O)c2ccccc2C1=O)c1ccco1 (configuration not stated)	-6.0	-18.4%	-5.9	1.1	0.0	1.5%	4.5%	-0.3	0.5%
O=C(N1CCCC1)C12CC3CCC(CC(C3)C1)C2	2.0	-15.5%	4.0	2.4	0.6	19.4%[57.1 µM]	9.1%[57.1 µM]	0.0	-1.8%
CCc1ccc2oc(C(=O)Nc3cccnc3)c(C)c2c1	17.8	-15.2%	-2.4	0.7	0.8	26.4%	-0.2%	-0.3	4.4%
Nc1cccc2cc(S(=O)(=O)O)ccc12	/	7.08µM*	/	-10.2	/	-10.3%[2.29 µM]	35.2%[57.1 µM]	/	8.8%
CC(CCc1ccccc1)NC(=O)c1ccccc1Cl (configuration not stated)	20.3	-1.2%	-1.2	3.3	0.6	?	-20.0%	-0.2	-3.3%
O=C(NCCCCc1ccccc1)Nc1ccc(F)cc1F	-8.2	-12.1%	-0.6	2.4	-1.6	21.9%	-2.0%	-0.6	-10.1%
C=CCNC(=O)C(C)N1C(=O)c2ccccc2C1=O (configuration not stated)	4.6	-11.0%	9.1	-4.0	0.0	-7.9%	-6.7%	-0.1	6.4%
C/C(=C\c1ccc(N)cc1)c1nc2ccccc2[nH]1	3.0	-7.8%	0.9	0.3	-0.4	1.9%	-6.6%	-1.2	-5.1%
COc1ccc(CCC(=O)NCc2ccc3c(c2)OCO3)cc1	-16.3	-3.6%	13.4	-1.4	-0.5	18.1%	-2.4%	-0.3	-1.1%
CC[C@]12c3[nH]c4cc(-c5ccco5)ccc4c3CCN1C(=O)[C@@H](CC(=O)NCCN1CCOCC1)C[C@@H]2C(=O)N1CCN(C(=O)c2ccco2)CC1	/	-22.0%	/	-3.0	/	-34.6%	-4.7%	/	-3.2%
C/[N+]([O-])=C\c1ccc([N+](=O)[O-])o1	-8.6	-23.2%	0.1	3.1	1.3	11.2µM*	-5.8%	0.0	-5.4%
O=C(NCCc1ccccc1)C(=O)NCc1ccncc1	-11.5	-24.3%	-0.4	-2.5	0.7	23.6%	5.5%	0.0	3.6%
Cc1cc(C)nc(NS(=O)(=O)c2ccc(NC(=O)Cc3ccc(F)cc3)cc2)n1	-9.1	-8.4%	-0.7	1.8	0.9	19.6%	0.9%	0.2	-3.2%
CCN1CCN(CCCNC(=O)c2cc3c(=O)n(C)c4ccccc4c3s2)CC1	/	-5.3%	5.3	13.8	0.1	0.0%	50.5%[activator]	-0.1	33.7%[activator]
O=C1C=C(N(CCO)Cc2ccccc2)c2ccccc2C1=O	-16.4	3.55µM*	39.2*	?	0.9	-44.5%	?	-0.2	21.1%

Record cards, as listed above. Order of screens: D2 antag	USP1-UAF1 inh	TRHR PAM	PI4K2A inh	D2 ag	TrxR1 inh	TrxR1 substrate	TRHR ag	mIDH1 inhibitor
Cc1cc(C)nc(NS(=O)(=O)c2ccc(NC(=O)Cc3ccc(F)cc3)cc2)n1 as listed: -9.1	-8.4%	-0.7	1.8	0.9	19.6%	0.9%	0.2	-3.2%
CCCN(CCC)c1nn2c(=O)c(C(=O)NCc3cccc(OC)c3)cnc2s1 as listed: /	13.3%	-12.9	-12.1	/	11.1%[57.1 µM]	19.5%[57.1 µM]	0.0	4.5%
